Bioassay records as filed in PubChem BioAssay.
S1P1 ag-PAM: activates or potentiates agonism at human S1P1 receptor; P21453; S1P1 CRE-bla cells, forskolin, beta-lactamase FRET, potentiator mode; S1P1 agonist co-added at EC20, 2 nM; 100% = saturating reference agonist, 0% = basal; hit rate 0.57% among 56,000; activation, % at 9.5 µM;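 active means activation above a cutoff set at the mean activation of all tested compounds plus 3 SD, cut at about 54% in these data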;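 further: forskolin at 4 µM as EC80 and the EC20 agonist is SEW2871; 100% = SEW2871 at its EC100 plus forskolin at EC80; some compounds past the cut are filed as inactive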
Target sequence (P21453 whole entry, looked up): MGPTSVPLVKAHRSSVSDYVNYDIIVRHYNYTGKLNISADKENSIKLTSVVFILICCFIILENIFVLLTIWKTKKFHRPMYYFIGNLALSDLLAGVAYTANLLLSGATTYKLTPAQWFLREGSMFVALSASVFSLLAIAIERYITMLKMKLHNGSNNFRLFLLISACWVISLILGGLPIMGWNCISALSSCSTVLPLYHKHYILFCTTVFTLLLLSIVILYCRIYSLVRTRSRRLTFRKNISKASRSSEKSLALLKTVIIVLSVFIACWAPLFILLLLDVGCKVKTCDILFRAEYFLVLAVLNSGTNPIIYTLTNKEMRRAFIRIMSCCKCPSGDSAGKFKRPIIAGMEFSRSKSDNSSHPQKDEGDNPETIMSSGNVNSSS
5-HT1A blocker: antagonists of human 5-HT1a serotonin receptor. P08908. CHO 5-HT1a Ga15 NFAT-bla reporter, antagonist mode. inhibition, % at 10 µM. hit rate 0.68% among 62,000;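 active means inhibition above the mean of all tested compounds plus 3 SD, cut at about 43% in these data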;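 further: receptor stimulated by 5-CT agonist at 100 nM near EC80; beta-lactamase reporter measured by ratiometric fluorescence of a cleavable substrate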
HTR1A agonist: activates the human 5-HT1a serotonin receptor; CHO 5-HT1a Ga15 NFAT-bla reporter, FRET ratio; 0% basal, 100% maximal reference agonist; activation, % at 10 µM; hit rate 0.56% among 65,000; P08908;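 active means activation above the screen-wide mean activation plus 3 SD, cut at about 19% in these data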;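 further: 0% = DMSO wells and 100% = 5-CT at EC100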
HTR1E antagonist: blocks the human 5-HT1E serotonin receptor; AID 571; inhibition, % at 6 µM; hit rate 0.99% among 65,000; CHO 5-HT1E Ga15 NFAT-bla reporter, FRET, antagonist;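 active means inhibition above a set limit, the mean inhibition across every tested compound plus 3 SD, cut at about 29% in these data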;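 further: signal is the 460 over 535 nm emission ratio of beta-lactamase substrate; 0% = agonist plus DMSO wells and 100% = wells without agonist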
S1P3 ag: S1P3 (human) receptor agonism. Q99500. AID 373. S1P3 NFAT-BLA reporter cells, FRET ratio; relative to 1 µM S1P, basal subtracted. activation, % at 4.5 µM. hit rate 0.1% among 60,000;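 active means activation above the screen-wide mean plus 3 SD, cut at about 4.5% in these data, passing the limit was not always enough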; further: some compounds called inactive have numbers as strong as hits
Target sequence (Q99500 whole entry, looked up): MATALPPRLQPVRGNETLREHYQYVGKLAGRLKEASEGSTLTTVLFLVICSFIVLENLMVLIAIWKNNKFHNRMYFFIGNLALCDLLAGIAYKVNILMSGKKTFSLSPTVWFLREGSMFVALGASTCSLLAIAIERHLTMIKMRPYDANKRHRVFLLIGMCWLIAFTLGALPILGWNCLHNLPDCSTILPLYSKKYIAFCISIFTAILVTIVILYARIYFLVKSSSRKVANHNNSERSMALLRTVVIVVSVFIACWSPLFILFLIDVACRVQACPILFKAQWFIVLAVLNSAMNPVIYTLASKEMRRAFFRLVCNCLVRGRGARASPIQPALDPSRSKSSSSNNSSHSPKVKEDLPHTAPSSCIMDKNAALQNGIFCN
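Assay system: stable CHO line with human S1P3, Gα16, NFAT-BLA reporter; Detection: FRET β-lactamase substrate fluorescence, excitation 405 nm, 460/535 nm emission ratio, background-subtracted; Read-out: percent activation versus median 1 µM S1P response, basal-subtracted, per plate; Incubation: cells plated overnight, compound 4 h 37 °C, substrate 2 h RT.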
HTR1E agonist: agonists of human 5-HT1E serotonin receptor | P28566 | CHO 5-HT1E Ga15 NFAT-bla reporter, FRET; 0% DMSO wells, 100% control agonist wells | activation, % at 6 µM | hit rate 0.69% among 65,000;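 active means activation above a set limit, the screen-wide mean activation plus 3 SD, cut at about 8.5% in these data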;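 further: 100% = positive control agonist at 1 µM giving full maximal response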
Jurkat tox 60K: cytotoxic compounds reducing Jurkat cell viability; Jurkat E6.1 viability, ATP luminescence, 48 h; inhibition, % at 4 µM; hit rate 1.2% among 56,000; AID 463;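 active means inhibition above the mean inhibition of all tested compounds plus 3 SD, cut at about 28% in these data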
D1 mod: allosterically modulates the human D1 dopamine receptor. P21728. HEK293 D1, CRE-luciferase, dopamine EC30 potentiation; actives deviate in either direction. B-score at 10 µM. hit rate 5.9% among 58,000. AID 641;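 active means luminescence count or its row- and column-corrected plate score outside the 99.7% band of the plate's sample wells, on either side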
HEK293 NFkB inh: inhibitors of the PMA/ionomycin-induced NF-kB reporter in HEK293 cells; HEK-293 NF-kB luciferase reporter, luminescence; inhibition, % at 3 µM; hit rate 0.21% among 62,000; AID 465;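 active means inhibition above the mean of all tested compounds plus 3 SD, cut at about 40% in these data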;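 further: 0% = stimulated DMSO wells and 100% = 10 µM reference inhibitor 5653914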
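Signal: luciferase luminescence; Material: HEK-293 cells with stable firefly luciferase reporter driven by four HIV NF-kB elements; Probe or stimulus: PMA with ionomycin; Replication: tested once; Times: 1 h compound pretreatment, then 16 h stimulation at 37 °C, 5% CO2; Benchmarks: DMSO and 10 µM reference inhibitor; Evaluation: per-plate % inhibition versus controls.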
* marks the source's active call; other numbers are inactive results; . = not tested or not shown. The order is random. Share with any hit: about 8.3%.

Second line of a record – S1P1 ag-PAM, 5-HT1A blocker, HTR1A agonist, HTR1E antagonist, S1P3 ag, HTR1E agonist, Jurkat tox 60K, D1 mod, HEK293 NFkB inh
COc1ccc(NC(=O)N2CCn3c2nc2ccccc23)cc1
→ 9, 7, -2.1, 2, -1.0, -2.1, 2, 1.2, -20
CC1(C)N(O)CC(c2cccs2)=[N+]1[O-]
→ -20, -8, -0.7, -12, -0.3, 4.4, -5, ., 17
O=C(c1ccc2c(c1)OCO2)N1CCN(c2ccc(Cl)cc2)CC1
→ 2, -6, -1.9, -5, 0.3, 0.9, -5, -0.69, 6
O=C(O)CS(=O)(=O)CC(=O)O
→ 12, -2, -0.1, -1, -0.4, -0.9, -5, ., 12
CC#CCCCC(=O)Nc1cccc(C(=O)O)c1
→ 20, 7, -2.4, 4, -0.8, -0.2, 1, -0.88, 4
COCCCNC(c1ccccc1)c1ccncc1 (stereo not drawn)
→ -11, -4, -4.4, -21, -0.2, -0.9, -6, -0.47, -1
CCOc1cccc(NC(=O)C2CC(=O)NC(=Nc3ccccc3)S2)c1 (stereo not drawn)
→ 2, ., -2.3, 19, -5.2, -1.1, ., 4.1, .
O=C(NCc1n[nH]c(=S)n1-c1ccccc1)c1ccco1
→ 0, 8, -4.4, 3, -0.7, 0.1, -6, ., 4
Cn1c(C(=O)N2CCc3ccccc32)cc2c(=O)n3ccccc3nc21
→ -25, 6, -1.9, -3, -1.0, 0.7, -9, -0.015, 2
O=C(Cc1ccccc1)Nc1nnc(-c2cccs2)s1
→ 8, -14, -0.4, -9, 0.6, 0.1, -4, -1.1, -3
CC1(C)C(=O)Nc2ccccc2N1C(=O)COc1ccc(S(=O)(=O)N2CCOCC2)cc1Cl
→ 11, -6, -0.3, 1, 1.1, 0.5, -1, -0.53, -1
COc1ccc(C)cc1NC(=O)CSc1nnc(COc2ccccc2)n1Cc1ccco1
→ 11, 4, 0.0, -11, -0.3, 1.7, 6, 0.54, 4
Cc1nnc(SC(=O)N2c3ccccc3Sc3ccccc32)s1
→ 115*, 74*, -1.4, 24, -0.5, 0.1, 17, -3.3*, 28
C=CCn1c(COc2cccc3ccc(C)nc23)nnc1SCC(N)=O
→ -2, -9, -0.5, -2, -0.4, 0.4, -6, ., 11
COc1ccc(OC)c(C(c2nnnn2C2CCCC2)N2CCc3ccccc3C2)c1 (stereo not drawn)
→ 26, 12, -0.8, -6, -1.0, -0.1, -4, -0.96, 10
CCN(C(=O)COc1ccccc1)c1nnc(-c2cccnc2)s1
→ ., -12, 2.3, 8, ., -1.2, ., ., 10
COc1ccc2nc(NC(=O)CSc3nnnn3C3CCCCC3)sc2c1
→ 4, 11, 0.5, 2, 0.1, -1.3, 1, -0.12, -4
CCOC(=O)c1cccc(NC(=O)CN(c2ccc(C)cc2)S(=O)(=O)c2c(C)n[nH]c2C)c1
→ 24, 14, 0.8, 13, -1.2, -0.3, 1, 0.28, 23
Cc1ccc(Nc2nc(N)nc(CN3CCN(Cc4ccc5c(c4)OCO5)CC3)n2)cc1Cl
→ 23, 32, 0.1, 5, -1.0, -1.0, 5, -1.2, 11
O=C(c1ccc(=O)oc1)N1CCOCC1
→ -14, ., 0.3, 4, -1.1, 0.1, ., ., .
COC(=O)c1cn(CC(=O)NCc2cccs2)c2ccccc12
→ 16, 19, -2.4, 6, -0.2, -1.1, 0, -0.89, -12
Oc1ccccc1C1=NCCNC(C(F)(F)C(F)F)=C1
→ -1, -2, -1.3, 0, -0.6, -1.2, 10, -1.6, 18
Cc1ccc(S(=O)(=O)N2CCOCC2)cc1C(=O)Nc1c(C)n(C)n(-c2ccccc2)c1=O
→ -8, 4, -1.0, 6, 0.8, -0.1, -5, -1.2, 5
Cc1ccc(C(=O)CSC2=C(C#N)C(c3ccco3)CC(=O)N2)c(C)c1 (stereo not drawn)
→ 20, 23, 1.1, -7, -0.3, 0.0, -1, -0.51, 20
Cn1c(Cn2c(=O)sc3ccccc32)nnc1SCc1ccc(F)cc1
→ 2, 16, 1.9, 2, -0.1, 0.7, 18, 0.99, 10
CCCn1c(SCC(=O)N2CCc3ccccc3C2)nc2c1c(=O)n(C)c(=O)n2C
→ -2, -1, 0.8, -3, 0.1, 1.8, -6, 0.2, 6
CCCCNC(=O)CSc1nc2cc3c(cc2c(=O)n1CCCN(CC)CC)OCO3
→ ., 7, -2.4, 5, ., 0.0, ., 0.11, 17
CC1(C(=O)NC2CCCCCCC2)CCC(=O)N1CCN1CCOCC1 (stereo not drawn)
→ -2, -9, -0.8, 9, 1.6, 0.3, -4, -0.49, 6
O=C1c2ccccc2C(O)N1Cc1ccc2c(c1)OCO2 (stereo not drawn)
→ 7, -5, 3.2, 8, -0.7, 1.4, 5, 0.65, 19
O=C(NCc1ccco1)c1cc(-c2ccc3c(c2)OCO3)on1
→ 5, -3, -1.5, 3, -0.3, -0.5, 3, 0.021, -8
Cc1n[nH]c(=O)nc1N1CCN(c2ccccc2)CC1
→ -6, 0, -1.0, -10, 0.4, -1.0, -6, 0.8, -16
CC(C)(C)n1nc2c(c1NC(=O)c1ccc(S(=O)(=O)N3CCCC3)cc1)CSC2
→ ., 14, -1.6, 9, ., -0.6, ., -1, 5
O=C(CCCCn1c(=O)c2ccccc2n(Cc2ccc(F)cc2)c1=O)NCc1ccco1
→ 15, 13, -0.5, 4, -1.1, 0.3, 37*, ., 0
Cc1nc2c(ccc3nc(NC(=O)c4ccc5c(c4)OCCO5)sc32)s1
→ -36, -12, -1.4, 12, 0.2, 1.2, -9, -0.73, -41
Cn1nc(C(=O)N2CCCC2)c2ccccc2c1=O
→ -5, -7, -2.4, -9, 0.1, -0.6, -7, -0.55, 10
CCCOc1ccc(CSC(CC(=O)O)C(=O)O)cc1 (stereo not drawn)
→ 1, ., -2.2, 2, -4.7, -1.1, ., ., .
CCOC(=O)c1sc2ncn(/N=C/c3ccccn3)c(=O)c2c1C
→ 8, -5, -2.5, 1, -1.2, 0.6, 2, 1.4, 11
CCOC(=O)c1cc(OCC(=O)NC(C)C(C)C)cc(C(=O)OCC)c1 (stereo not drawn)
→ 2, 9, -0.1, -12, -1.3, 0.8, -1, 0.26, 18
O=C(c1nnc(Cc2ccc(Cl)cc2)o1)N1CCOCC1
→ 2, -13, -0.9, 3, 0.2, 0.4, 1, -0.09, 2
CCCN(Cc1cc2ccc(C)cc2[nH]c1=O)C(=O)c1cccnc1
→ -6, -7, -4.4, -11, 0.0, 0.6, 0, 0.44, 10

Four of the compounds above, with bars between the fields.
SMILES | S1P1 ag-PAM | 5-HT1A blocker | HTR1A agonist | HTR1E antagonist | S1P3 ag | HTR1E agonist | Jurkat tox 60K | D1 mod | HEK293 NFkB inh
Cc1ccc(S(=O)(=O)N2CCOCC2)cc1C(=O)Nc1c(C)n(C)n(-c2ccccc2)c1=O | -8 | 4 | -1.0 | 6 | 0.8 | -0.1 | -5 | -1.2 | 5
Cc1ccc(C(=O)CSC2=C(C#N)C(c3ccco3)CC(=O)N2)c(C)c1 (stereo not drawn) | 20 | 23 | 1.1 | -7 | -0.3 | 0.0 | -1 | -0.51 | 20
Cn1c(Cn2c(=O)sc3ccccc32)nnc1SCc1ccc(F)cc1 | 2 | 16 | 1.9 | 2 | -0.1 | 0.7 | 18 | 0.99 | 10
CCCn1c(SCC(=O)N2CCc3ccccc3C2)nc2c1c(=O)n(C)c(=O)n2C | -2 | -1 | 0.8 | -3 | 0.1 | 1.8 | -6 | 0.2 | 6

New compounds follow
Second line of a record – S1P1 ag-PAM, 5-HT1A blocker, HTR1A agonist, HTR1E antagonist, S1P3 ag, HTR1E agonist, Jurkat tox 60K, D1 mod, HEK293 NFkB inh
CCn1c(C)c(C(C)=O)c(N2CCC(C(N)=O)CC2)nc1=S
→ 13, -10, -0.8, 2, -1.4, -0.5, -4, 0.95, 15
O=c1[nH]c(/C(=N\O)c2ccccc2)no1
→ 15, -16, -8.9, -18, -1.4, 0.1, 15, 0.17, 24
O=C(CSc1nc2c(cnn2-c2ccc(F)cc2)c(=O)[nH]1)N1CCCCCC1
→ -10, -10, -0.9, 6, -0.3, -0.2, 2, ., 11
CC(C)N(Cc1nc2ccccc2[nH]1)C(C)C
→ -2, 20, -2.8, 7, -1.0, 0.4, 2, -1, 6
CCn1cc(C(=O)NCCN(C)CCc2ccccc2)c(=O)c2cc(S(=O)(=O)N(C)C)ccc21
→ 4, 8, -0.7, -3, -1.6, -0.1, 6, -1.5, 25
COCCN(C(C)=O)c1nnc(-c2ccccn2)s1
→ -24, -10, -0.6, -5, 0.1, -0.1, -6, 0.27, -5
COc1ccc(Cn2c(=O)oc3ccc(C)cc32)cc1OC
→ 46, 15, -1.9, 19, 0.5, 0.3, 40*, 0.92, 13
Nc1c(S(=O)(=O)c2cccc(Cl)c2)c2nc3ccccc3nc2n1/N=C/c1ccc(O)c(O)c1
→ 51, 7, -3.3, 28, -1.5, 0.6, 6, 0.18, 7
Cc1cc(S(=O)(=O)NCc2ccco2)c(C)s1
→ -12, -9, -1.6, -5, -0.1, -0.1, 3, -0.49, 18
O=C(CSc1nnc(-c2cccnc2)o1)OC1CCCCC1
→ 23, 2, -1.1, -6, 0.1, 0.7, 1, 0.097, 3
Cc1cc(-c2nc3ncccc3o2)ccc1NC(=O)CC(C)C
→ -6, 2, -2.6, 0, 0.1, -0.7, -10, -0.14, -17
CCOc1cc(S(=O)(=O)NC2CCCCCC2)ccc1F
→ 14, -2, -2.8, 5, -1.5, 1.0, 4, 0.0065, 10
O=C(CCCC(=O)NCC1CCCO1)NCC1CCCO1 (stereo not drawn)
→ -24, 1, -3.2, 3, -1.5, -1.3, 5, -0.2, 8
O=S(=O)(c1ccccc1)N1CCN(S(=O)(=O)c2ccccc2)C1
→ ., 6, -0.5, 9, -0.5, 1.0, -1, 0.2, 12

3 compounds already listed, arranged by the value under S1P1 ag-PAM, lowest first.
compound | S1P1 ag-PAM
COCCCNC(c1ccccc1)c1ccncc1 (stereo not drawn) | -11
CC1(C)C(=O)Nc2ccccc2N1C(=O)COc1ccc(S(=O)(=O)N2CCOCC2)cc1Cl | 11
O=C(O)CS(=O)(=O)CC(=O)O | 12
